Assay outcomes as filed in PubChem.
SSB-PriA inh = inhibitors of Klebsiella pneumoniae PriA binding to SSB C-terminal tail; AID 1272365; inhibition, % at 33 µM; AlphaScreen SSBct-PriA binding, biotinylated peptide; actives 0.6% (n = 430,000); in the data active = inhibition mostly above about 37%, no sharp cut-off; inactive = mostly below about 20%;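 note: plate controls were negative control peptide for no effect and reference peptide for full effect; strong numbers were not always called active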
TcdB GH inh = blocks C. difficile toxin B glycohydrolase activity | P18177 | TcdB glycohydrolase enzymatic assay, plate reader | inhibition, % at 9.99 µM | actives 0.24% (n = 350,000) | AID 652162; in the data active = inhibition above about 10%
Target sequence (P18177 whole entry, looked up): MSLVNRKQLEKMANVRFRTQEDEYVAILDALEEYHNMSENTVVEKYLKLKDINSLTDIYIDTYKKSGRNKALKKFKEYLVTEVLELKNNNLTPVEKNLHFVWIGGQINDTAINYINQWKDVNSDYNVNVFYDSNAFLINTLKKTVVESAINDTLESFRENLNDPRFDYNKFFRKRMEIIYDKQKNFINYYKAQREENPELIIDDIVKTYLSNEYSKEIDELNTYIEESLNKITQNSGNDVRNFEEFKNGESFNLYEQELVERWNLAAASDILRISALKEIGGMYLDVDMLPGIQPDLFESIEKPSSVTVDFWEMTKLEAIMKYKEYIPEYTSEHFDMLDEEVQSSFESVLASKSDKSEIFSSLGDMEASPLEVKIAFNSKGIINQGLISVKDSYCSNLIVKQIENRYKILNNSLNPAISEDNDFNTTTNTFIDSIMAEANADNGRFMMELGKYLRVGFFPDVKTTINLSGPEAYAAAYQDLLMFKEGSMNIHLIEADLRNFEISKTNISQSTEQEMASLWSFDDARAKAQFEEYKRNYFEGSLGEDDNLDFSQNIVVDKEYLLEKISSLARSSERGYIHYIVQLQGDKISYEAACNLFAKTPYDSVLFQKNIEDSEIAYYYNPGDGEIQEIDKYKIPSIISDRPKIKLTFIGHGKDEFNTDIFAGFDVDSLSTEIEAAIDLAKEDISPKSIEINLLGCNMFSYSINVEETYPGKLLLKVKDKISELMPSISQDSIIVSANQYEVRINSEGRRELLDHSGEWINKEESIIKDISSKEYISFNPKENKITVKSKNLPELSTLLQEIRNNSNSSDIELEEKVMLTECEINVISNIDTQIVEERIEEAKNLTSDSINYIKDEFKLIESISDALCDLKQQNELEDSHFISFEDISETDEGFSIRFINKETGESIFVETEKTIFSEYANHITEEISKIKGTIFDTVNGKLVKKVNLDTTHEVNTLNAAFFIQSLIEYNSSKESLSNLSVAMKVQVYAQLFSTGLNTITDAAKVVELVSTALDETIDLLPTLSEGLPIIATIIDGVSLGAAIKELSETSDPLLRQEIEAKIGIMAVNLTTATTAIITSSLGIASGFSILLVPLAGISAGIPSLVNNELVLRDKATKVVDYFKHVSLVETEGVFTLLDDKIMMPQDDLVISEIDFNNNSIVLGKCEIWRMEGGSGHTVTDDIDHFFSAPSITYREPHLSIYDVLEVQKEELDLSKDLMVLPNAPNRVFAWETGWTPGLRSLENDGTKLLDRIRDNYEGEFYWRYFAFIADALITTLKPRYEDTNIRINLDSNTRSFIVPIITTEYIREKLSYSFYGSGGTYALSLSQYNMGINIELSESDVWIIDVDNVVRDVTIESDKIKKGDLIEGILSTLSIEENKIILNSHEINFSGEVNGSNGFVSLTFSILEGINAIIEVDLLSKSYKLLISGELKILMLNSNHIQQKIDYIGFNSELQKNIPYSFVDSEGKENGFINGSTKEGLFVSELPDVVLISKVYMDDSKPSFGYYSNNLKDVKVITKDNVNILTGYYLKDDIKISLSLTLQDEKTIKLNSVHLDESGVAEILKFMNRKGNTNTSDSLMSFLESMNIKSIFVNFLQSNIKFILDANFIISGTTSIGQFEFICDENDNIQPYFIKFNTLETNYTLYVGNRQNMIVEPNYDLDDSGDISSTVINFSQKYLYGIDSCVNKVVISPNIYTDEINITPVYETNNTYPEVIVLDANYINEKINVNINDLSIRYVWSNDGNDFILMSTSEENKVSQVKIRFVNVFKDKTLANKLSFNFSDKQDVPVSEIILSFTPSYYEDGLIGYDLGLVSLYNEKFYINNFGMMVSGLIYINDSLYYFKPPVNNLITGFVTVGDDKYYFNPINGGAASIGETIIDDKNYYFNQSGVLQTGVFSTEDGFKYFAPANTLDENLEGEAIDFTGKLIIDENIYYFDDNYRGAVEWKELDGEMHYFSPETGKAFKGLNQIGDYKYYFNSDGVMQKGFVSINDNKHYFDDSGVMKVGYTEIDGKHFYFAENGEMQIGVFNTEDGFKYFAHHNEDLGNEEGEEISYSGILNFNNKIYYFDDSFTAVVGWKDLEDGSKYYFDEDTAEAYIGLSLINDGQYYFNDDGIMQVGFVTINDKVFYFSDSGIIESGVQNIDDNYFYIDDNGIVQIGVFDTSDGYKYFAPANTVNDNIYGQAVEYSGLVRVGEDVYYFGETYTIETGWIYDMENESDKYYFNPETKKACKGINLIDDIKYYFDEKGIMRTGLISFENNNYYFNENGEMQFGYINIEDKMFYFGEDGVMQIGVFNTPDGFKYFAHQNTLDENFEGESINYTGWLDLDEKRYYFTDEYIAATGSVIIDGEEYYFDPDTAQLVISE
BoNT-A LC inh2 = blocks Botulinum neurotoxin A light chain protease; multiplex microsphere protease substrate cleavage, flow cytometry; inhibition, % at 10 µM; actives 0.17% (n = 360,000); AID 588499; note: plate controls were buffer without enzyme for full effect and enzyme alone for no effect
SARS 3CLpro inh = SARS-CoV 3CLpro protease inhibition. P0C6X7. recombinant SARS-CoV 3CLpro, quenched FRET peptide cleavage. inhibition, % at 6 µM. actives 0.14% (n = 290,000); in the data active = inhibition above about 12%
BH1578 lux ind = induces V. cholerae light production without autoinducers; V. cholerae BH1578 lux reporter, luminescence, 6 h; activation, % at 18.7 µM; actives 0.16% (n = 350,000); in the data active = activation mostly above about 9.7%, no sharp cut-off; inconclusive = no clear call, values can overlap the other calls; inactive = mostly below about 3.7%; note: not every result past the cut was called active; inactives centre near 0; reference of the scale not given here
Anthrax LF inh2 = blocks Bacillus anthracis lethal factor protease | P15917 | multiplex microsphere protease cleavage assay, LF | inhibition, % at 10 µM | actives 0.12% (n = 360,000); note: plate controls were buffer without enzyme for full effect and enzyme alone for no effect
PrPC TRFRET = inhibitors of human cell surface prion protein PrPC | inhibition, % at 13.8 µM | TR-FRET read-out | actives 0.43% (n = 370,000) | AID 720596; in the data active = inhibition above about 24%; note: 0% = median of the test wells and 100% = reference compound wells
PfHsp40 yeast = restores yeast growth despite PfHsp40 toxicity; growth rescue, % at 12.5 µM; S. cerevisiae expressing PfHsp40, growth rescue, ATP luminescence; actives 0.68% (n = 340,000); AID 504582; in the data active = growth rescue above about 28%, passing the limit was not always enough; inconclusive = no clear call, values can overlap the other calls;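 note: yeast W303a lacking pdr1 and pdr3 grown in galactose medium; growth measured after three days at 30 °C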
Yp Topo-I inh = inhibitors of Yersinia pestis topoisomerase I | actives 0.064% (n = 360,000) | Y. pestis Topo-I cleavage product accumulation, plate reader | activity, % at 10 µM; in the data active = activity above about 50%, passing the limit was not always enough; inconclusive = no clear call, values can overlap the other calls; note: inactives centre near 2
The depositor's hits bear a star; i = inactive; ? = inconclusive; nt = no result given; & = joins results of further samples. Cut-off read from the data, not from the text of the source, unless noted: active = inhibition above about 30%; inconclusive = no clear call, values can overlap the other calls; inactive = below that. This is a subset; the hit share may differ from the screen's.

molecule	SSB-PriA inh	BH1578 lux ind	TcdB GH inh	PrPC TRFRET	PfHsp40 yeast	BoNT-A LC inh2	SARS 3CLpro inh	Yp Topo-I inh	Anthrax LF inh2
O=S(=O)(/N=C(/Nc1ccc(Cl)cc1Cl)c1ccccc1)c1cccs1	nt	i	4.3	-1	1.6	0.0	4	3	-3
Cc1ccccc1C(=O)c1cccn1CC(=O)NCc1ccc(F)cc1	-4	-0.3	1.3	6	1.4	-0.3	-5	16	-4
COc1ccc(-c2ccc3[nH]c4c(c3c2)CCN2C(=O)[C@@H]([C@H](C)O)[C@@H](N(C)C(=O)Nc3ccccc3)C[C@@H]42)cc1	nt	0.8	1.7	4	nt	0.0	nt	2	-7
COc1cc(S(=O)(=O)N2CCN(Cc3cccs3)CC2)ccc1NC(C)=O	-10	0.5	3.0	1	-0.4	-3.4	nt	3	-4
OC(Cc1cccc(C=NN2CCOCC2)n1)(C(F)(F)F)C(F)(F)F	nt	-0.5	0.5	-5	nt	0.3	nt	-1	3
Cc1nc(-c2cccnc2)sc1C(N)=O	1&-10	-1.4	nt	-6	1.6	-2.2	4	6	-3
COc1ccc(N2C(=O)c3cccc4cccc(c34)C2=O)nn1	-10	-3.3	nt	-48	-2.2	0.6	0	7	-3
CSc1ccccc1OCc1cc(C(=O)N(C)C(C)c2nc(C)cs2)no1 (stereo unspecified)	-7	-0.7	1.2	-4	2.2	14	3	16	3
Cc1ccc(S(=O)(=O)/N=C(/Nc2ccc3[nH]c(=O)[nH]c3c2)c2ccc(F)cc2)cc1	nt	1.0	0.3	-2	-0.5	-0.4	-3	-1	-2
CCOC(=O)c1ccc(NC(=O)c2cnccn2)cc1	-3	-0.4	nt	0	1.7	-1.1	-2	0	4
CC1CCN(S(=O)(=O)c2nnc(NC(=O)c3ccccc3Br)s2)CC1	-11	-0.3	-1.4	3	-1.1	-1.6	6	-5	4
COc1ccc(C2CC(c3cccc(OC)c3)n3nc(N)nc3N2)cc1 (stereo unspecified)	6	-0.2	-0.2	-5	-0.1	-0.7	0	9	-5
CCCCCCCCN1C(=O)[C@H](CC(=O)NCCCC)C[C@@]2(C(=O)OC)CCCCC=C12	nt	nt	3.7	-1	nt	-0.3	nt	nt	-2
CC1(C)C[C@@H]2C[C@@](C)(CN2C(=O)c2cc(COc3cccc(C(F)(F)F)c3)on2)C1	-12	-0.6	-0.3	-7	12	0.6	6	26	-2
CCSc1nnc(NC(=O)[C@@H](NC(=O)c2cc(OC)cc(OC)c2)C(C)C)s1	-15	-0.1	-0.5	-2	1.6	-0.2	-2	0	2
COc1ccc(-c2nnc(Nc3nc4c(OC)cccc4s3)o2)cc1	-14	-0.3	nt	3	-0.2	1.2	-1	-3	4
CCOC(=O)N/N=C/c1cn(CCCOc2ccccc2)c2ccccc12	nt	-0.6	nt	6	7.3	-2.9	4	7	-4
O=C(N/N=C/c1ccc(Cl)cc1Cl)c1cccc(N2CCCC2=O)c1	nt	-0.5	1.2	-2	-1.5	-1.0	6	25	-2
Cc1nn(Cc2ccccc2)c(C)c1C(=O)NCCCN1CCCC1=O	-4	7.1	-0.4	-4	-0.7	0.1	nt	6	-2
COc1ccc(C(=O)Nc2ccc(C)c(S(=O)(=O)N3CCCCCC3)c2)cc1	-2	i	nt	-2	1.6	-1.0	5	-1	0
CC(C)(C)OC(=O)N(Cc1ccccc1)Cc1cccc(OCc2cccc(NC(=O)C3CC3)c2)c1	-5	-0.6	-0.1	13	1.4	-0.8	nt	46	-8
CC1(C(=O)Nc2c(F)c(F)c(F)c(F)c2F)CC1(Br)Br (stereo unspecified)	-7	0.2	-0.3	-4	0.4	1.6	4	6	31*
Cc1cc(C)n(-c2nc(-c3ccc(Cl)cc3)cs2)n1	-11	i	nt	0	-0.2	-0.2	1	4	-2
Nc1cc(N2CCCC2)c(Cl)cc1[N+](=O)[O-]	-7	1.4	-0.8	-24	0.6	-0.2	-3	-4	-3
O=C(/C=C(O)/C=C/c1ccc(O)cc1)/C=C/c1ccc(O)cc1	-9	-11	3.2	3	0.5	38*	nt	-17	31*
O=C(NCc1cccs1)c1ccc(-c2ccc(F)c(F)c2)c2ccoc12	nt	-5.9	-0.3	6	nt	0.4	nt	2	-4
Cc1cc2[nH]c(=O)c(=O)[nH]c2cc1S(=O)(=O)N1CCC(C)CC1	-5	-0.2	1.8	1	0.2	0.1	0	-1	-3
C/C(=N\OC(=O)c1c(-c2c(F)cccc2Cl)noc1C)c1nccs1	nt	-0.4	-0.3	-3	0.1	-0.3	2	18	3
COC(=O)c1ccc2c(=O)n(CCCCCC(=O)N3CCN(c4ccc(F)cc4)CC3)c(=O)[nH]c2c1	4	i	nt	-2	1.0	-0.5	-7	3	-2
CCn1cc(SCC(=O)N2CCc3ccccc32)c2ccccc21	8	-0.1	6.4	-11	3.3	-0.1	-4	-3	-8
Cn1nc(C(=O)NCc2ccccc2CN2CCCC2)c2ccccc2c1=O	-6	-0.5	0.4	0	0.2	-1.1	nt	6	3
COc1cc(NS(=O)(=O)c2ccc(NC(=O)c3ccc([N+](=O)[O-])cc3)cc2)ncn1	-8	i	3.0	5	0.1	0.7	-1	3	2
Cc1ccc(CN=c2c([N+](=O)[O-])nn(-c3cccc(C)c3)n2O)cc1	16	0.3	0.5	-28	-0.6	-0.8	3	-13	1
CC1(C)Cc2ccccc2-c2nnc(-c3ccc(O)cc3)n21	-12	-0.3	0.5	-1	-0.8	-1.7	0	0	-2
O=c1c2c(nc3cc(-c4ccc(F)cc4)[nH]n13)CCC2	-17	-0.4	nt	7	0.4	0.9	-3	-3	0
Cc1cccc(NC(=O)Cc2c(F)cccc2Cl)n1	-15	i	1.7	-3	2.1	-2.0	2	-3	-6
COc1ccc(Oc2nnc(-c3ccccc3)cc2C#N)cc1	-15	-0.4	nt	0	7.3	1.1	4	-1	6
O=C(Nc1nc(-c2ccccn2)cs1)c1ccccc1-n1cnnn1	81*	i	1.7	28*	-1.3	-3.0	3	-1	0
O=C(NCC(=O)N(c1ccccc1)C(C(=O)NC1CCCC1)c1cccnc1)c1ccco1 (stereo unspecified)	-17	nt	nt	6	0.8	-0.1	1	-6	7
Cc1ccc(S(=O)(=O)Nc2cc(NC(=O)CN3CCOCC3)ccc2Cl)cc1	-1	3.1	nt	4	-1.3	-0.2	1	5	-2
O=S(=O)(c1ccc(F)cc1)N1CCCC1c1cccnc1 (stereo unspecified)	-14	i	2.0	4	-0.6	?	2	-9	0
Cc1cnc(C(=O)OC(C)C(=O)Nc2ccc3c(c2)OCCO3)cn1 (stereo unspecified)	5	-0.1	-2.9	1	-0.8	2.4	5	-2	1
Cc1ccc(-n2ncc3c(=O)[nH]c(SCC(=O)N4CC(=O)Nc5ccccc54)nc32)cc1	2	-3.3	0.4	-3	-0.1	0.3	nt	19	1
CCN(CC)C(=O)C1=C(C)N(Cc2ccc(OC)cc2)C(=O)C(CC(=O)NC2CC2)C1 (stereo unspecified)	nt	-1.1	0.9	10	nt	-0.1	nt	3	0
Cc1ccc(N(Cc2ccccc2F)S(C)(=O)=O)c(C)c1	6	-1.8	2.2	2	-1.0	-0.9	-3	-5	-3
O=C(NC1CCCC1)C(c1ccccn1)N(C(=O)c1csnn1)C1CCCCC1 (stereo unspecified)	12	-0.3	nt	7	4.3	0.2	-4	11	-3
CC(=O)Nc1cnc(-c2ccc(O)cc2C)cn1	nt	i	0.2	2	nt	-0.1	nt	4	-2
Cc1ccccc1OCC(=O)Nc1ccc(N2CCOCC2)cc1N1CCOCC1	1	-0.3	0.2	-4	4.4	0.8	nt	24	-7
Cc1cc(OC(=O)CCNC(=O)OC(C)(C)C)c2c3c(c(=O)oc2c1)CCC3	-12	i	nt	-8	5.5	1.6	2	7	-2
O=C(CSc1ccc(-c2ccc(Br)cc2)nn1)NCC1CCCO1 (stereo unspecified)	-19&-16	-0.5	1.3	-1	-1.1	-2.1	-1	16	-6

Further structures.
molecule	SSB-PriA inh	BH1578 lux ind	TcdB GH inh	PrPC TRFRET	PfHsp40 yeast	BoNT-A LC inh2	SARS 3CLpro inh	Yp Topo-I inh	Anthrax LF inh2
Cc1cccc(C(=O)NC(=S)Nc2ccc(N3CCOCC3)cc2)c1	15	-0.3	-0.2	14	3.3	-0.8	0	18	0
Cc1ccc2nc(SCC(=O)N3CC(C)OC(C)C3)nc(=O)n2c1 (stereo unspecified)	-16	0.7	-3.9	6	-0.1	1.6	nt	2	2
O=C(CC1SC(=Nc2ccc3c(c2)OCCO3)NC1=O)Nc1ccc(F)cc1F (stereo unspecified)	-4	i	-1.0	0	-1.1	-2.0	6	4	-4
COC(=O)c1ccccc1NC(=O)CSc1ccc(C)cc1	-94	6.7	nt	0	-1.2	0.0	3	4	-7
CC(NC(=O)COc1ccccc1)C(=O)NCc1ccc(S(N)(=O)=O)cc1 (stereo unspecified)	-10	i	0.0	3	-0.2	0.6	nt	1	4
COc1cc(CCC(C)=O)ccc1OC(=O)c1c(F)cccc1Cl	-32	i	0.8	1	0.8	?	-3	-7	-7
Cc1ccc[n+](CC(=O)N2CCCCC2)c1C	-4	-0.7	0.2	-1	0.1	0.7	4	7	0
Cc1ccc(S(=O)(=O)N2CCCC2)cc1C(=O)O	-7	-1.7	nt	3	0.7	2.7	1	-6	4
C=CCn1c(=O)c(C(=O)NCc2ccc(Cl)cc2)c(O)c2ccccc21	-12	-0.9	0.6	1	1.3	3.9	2	1	-10
CCOC(=O)Cc1csc(NC(=O)/C=C/c2ccc(Br)o2)n1	-10	0.7	0.3	-4	-0.6	-0.7	-1	6	4
C=CCC[C@H](Cc1ccc(F)cc1)C(=O)OC[C@@H](Cc1c[nH]c2ccccc12)NC(=O)[C@@H](CC=C)CC(=O)NCCO	5	i	-4.2	1	57*	0.2	nt	-2	1
CN1C(=O)C2(c3ccccc31)N(C)CC(c1ccccn1)C21SC(=S)N(Cc2ccco2)C1=O (stereo unspecified)	37	3.7	nt	-2	1.2	1.6	1	19	2
Cc1ccc(-c2nn3c(C)nnc3s2)cc1N	1	-0.3	nt	-3	-0.3	-1.4	3	-4	-2
Cc1ccc(NC(=O)C2C3/C=C\CCCCC32)cc1C (stereo unspecified)	-3	i	0.0	1	0.2	0.0	6	2	0
Cc1cc(C(=O)CN2C(=O)C(=O)N(Cc3ccco3)C2=O)c(C)n1CCc1ccccc1	25	1.9	1.8	4	-2.3	-0.8	nt	20	-6
C=CCNC(=O)Cn1nnc(-c2ccc(-c3ccc(OC)cc3)cc2)n1	-2	-0.5	1.8	0	-1.5	nt	-8	-1	nt
Cc1ccc(C)c(OCC(=O)N/N=C\c2cccn2C)c1	nt	-0.7	3.4	-6	-0.4	2.3	0	9	1
COc1ccc(/C=C2\SC(=S)N(CCC(=O)Nc3ccccn3)C2=O)cc1OC	1	-0.3	1.4	-6	-1.6	5.4	-2	-18	3
CCSc1nnc(NC(=O)Cc2cc(OC)c(OC)c(OC)c2)s1	-1	0.7	1.4	-2	-0.2	0.5	-5	-2	8
CC(C)(c1ccccc1)c1ccc(OCCN2CCOCC2)cc1	1	i	1.0	-3	1.0	-5.3	2	27	-4
COc1cc(/C=N/NC(=O)c2c(-c3ccccc3)noc2C)ccc1O	nt	-2.2	nt	-4	-0.5	0.0	-1	-4	0
CC(=O)NC(CC(=O)N(Cc1ccccc1)c1cccc(C)c1)c1ccccc1 (stereo unspecified)	6	i	0.8	5	-0.5	0.3	-11	26	4

Individual results from the entries so far:
Reading of Cc1ccc(-c2nn3c(C)nnc3s2)cc1N in PrPC TRFRET: -3
Reading of CCOC(=O)Cc1csc(NC(=O)/C=C/c2ccc(Br)o2)n1 in PrPC TRFRET: -4
